TCR act = activates T cell receptor signaling; Potency, µM (doses to about 9.22 µM), inactives show at the top dose activation of IL-2 secretion, hits mostly activators; primary human leukocytes, anti-CD3, IL-2 HTRF, 48 h; 330,000 tested, under 10 active; note: % of control where 0% means no effect
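Compounds are tested in HTS on primary human leukocytes co-incubated with a-CD3 beads for 48 hr. IL-2 output is measured by time-resolved FRET.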
Mito fusion yeast = inhibitors of mitochondrial division or activators of mitochondrial fusion; S. cerevisiae fusion-defective mutant growth rescue, CellTiterGlo 48 h; Potency, µM (top dose mostly 46.1 µM), for inactives: at the highest dose growth rescue (activation), hits mostly activators; actives 0.23% (n = 320,000); AID 485298;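 note: potency is the fitted concentration of half-maximal effect; % of control where 0% means no effect; nearly all actives have a fitted effect of over 45% in size; temperature-sensitive fusion mutants such as fzo1-1 at 37 °C on non-fermentable ethanol glycerol medium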
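Yeast fusion mutant, YPEG (non-fermentable carbon), compound, 48 h at 37C non-permissive; CellTiterGlo added, 10 min RT, luminescence read. Rescued growth = division inhibition.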
Chronic BCR inh = chronic active BCR signaling inhibition. ABC-DLBCL IkBa-CBG/CBR reporter, luminescence ratio, 4 h. Potency, µM (doses to about 46.1 µM), inactives show at the top dose ratio change, negative = lower green/red ratio, actives largely listed as inhibitors. actives 0.05% (n = 340,000); active = well fitted inhibition curve with a large enough effect in the signal ratio, with a control signal flat, not every such curve was filed as active; inconclusive = small, poorly fitted or top-dose-only effect, or effect the other way, or a change in a side signal; the % refers to the signal ratio;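 note: potency is the fitted concentration of half-maximal effect; plate controls were basal doxycycline-induced cells for no effect and cells given 10 µM MG132 for full effect; MG132 reads +100%, hits lower the ratio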
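Doxycycline induced both beetle luciferases in TMD8 lymphoma cells; IKK-driven degradation limits the IkappaBalpha-fused green signal, while red luminescence normalises for cell number and nonspecific effects. Compounds tested up to 46 uM, 4 hrs.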
TSHR antagonist = human thyrotropin receptor antagonism; P16473; TSHR-expressing cells, TSH-stimulated cAMP HTRF, 2 h; hits give low values; activity change, negative = inhibition, % at 11.5 µM; actives 0.2% (n = 330,000); AID 504810;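 active = activity change below a set negative limit, meaning inhibition stronger than a set level, cut at about -70% in these data; inconclusive = activity change between two set negative limits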; note: % is set by controls: 0 for no effect and ±100 for the full control effect
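Antagonism was scored as loss of TSH-driven cAMP in TSHR cells, stimulated with 4nM TSH (EC80) for 2 hours at 37 deg C and detected by homogeneous HTRF competition immunoassay.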
Tb PFK block = inhibitors of T. brucei phosphofructokinase; O15648; T. brucei PFK, ADP-Glo luminescence; Potency, µM (top dose mostly 57.5 µM), for inactives: at the top dose activity, negative = inhibition, actives largely listed as inhibitors; actives 0.17% (n = 330,000);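 note: potency is the fitted concentration of half-maximal effect; 0% = uninhibited 1x PFK enzyme wells and -100% = no-enzyme wells; nearly all actives have a fitted effect of over 60% in size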
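PFK 1.25 nM, F6P 0.5 mM, ATP 0.1 mM, 0.1 M TEA pH 8.0, 5 mM MgCl2, 0.01% Tween20, 0.1% BSA; 45 min RT. ADP-Glo readout. qHTS titration up to 57 uM; curves fitted, compounds curve-classed.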
Integrin act MD = integrin-mediated muscular dystrophy alleviation activation. alpha7betagal myoblasts, beta-gal FDG fluorescence, 48 h. Potency, µM (series often up to 38.3 µM), inactives show at the top dose activation, usual class: activators. actives 0.064% (n = 350,000). AID 624291;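 note: potency is the fitted concentration of half-maximal effect; 100% = response of the positive control SU9516; nearly all actives have a fitted effect of over 60% in size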
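Alpha7betagal+/- myoblasts (passage 13) were plated 16-24 hr, then exposed to compounds (1:260 dilution of DMSO stock) for 48 hours at 37C. After MPER lysis, β-galactosidase reporter activity was read as FDG fluorescence (ex 480/em 540) after 30 minutes.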
ASM inhibitor = human S-ASM enzyme inhibition; P17405; placental ASM, HMU-PC fluorogenic substrate, 60 min; Potency, µM (series often up to 57.5 µM), inactives show at the highest dose activity change, negative = inhibition, hits mostly inhibitors; actives 0.006% (n = 340,000); AID 504937; note: potency is the fitted concentration of half-maximal effect
Target sequence (P17405 47-631 limits assumed): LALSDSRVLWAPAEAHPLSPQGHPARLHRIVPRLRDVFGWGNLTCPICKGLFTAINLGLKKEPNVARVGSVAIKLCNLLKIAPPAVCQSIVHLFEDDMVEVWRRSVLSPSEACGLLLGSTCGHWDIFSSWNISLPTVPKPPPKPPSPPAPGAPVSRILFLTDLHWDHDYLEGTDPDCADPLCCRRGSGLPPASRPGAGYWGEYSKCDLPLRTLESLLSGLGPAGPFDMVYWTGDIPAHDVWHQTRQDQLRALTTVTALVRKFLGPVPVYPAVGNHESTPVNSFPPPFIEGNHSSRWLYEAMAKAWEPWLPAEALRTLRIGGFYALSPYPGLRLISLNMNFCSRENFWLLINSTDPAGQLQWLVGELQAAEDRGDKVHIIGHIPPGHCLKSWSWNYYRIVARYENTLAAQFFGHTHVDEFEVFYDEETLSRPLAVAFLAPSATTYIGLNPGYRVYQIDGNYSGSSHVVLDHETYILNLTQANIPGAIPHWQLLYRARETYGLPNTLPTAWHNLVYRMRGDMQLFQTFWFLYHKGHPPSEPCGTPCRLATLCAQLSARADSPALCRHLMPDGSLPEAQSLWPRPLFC
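qHTS format. ASM enzyme prepared from human placenta hydrolyses the fluorogenic substrate HMU-PC0 (9 uM final) over 60 min at 37 °C after a 10 min compound preincubation.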
PTAP TSG101 blk = blocks PTAP/TSG101 interaction to inhibit HIV-1 budding; Q99816; Fluorescence polarization, FITC-PTAP peptide / Tsg101 binding; Potency, µM (series often up to 115 µM), inactives show at the highest dose activity change, negative = inhibition, hits mostly inhibitors; 340,000 tested, under 10 active; AID 493005; active = well fitted inhibition curve with a large enough effect in the main read-out, with a control signal flat, not every such curve was filed as active; inconclusive = small, poorly fitted or top-dose-only effect, or effect the other way, or a change in a side signal; inactive = no such curve, though single readings can be large or run the other way; note: potency is the fitted concentration of half-maximal effect; % of control where 0% means no effect
Target sequence (Q99816 whole entry, looked up): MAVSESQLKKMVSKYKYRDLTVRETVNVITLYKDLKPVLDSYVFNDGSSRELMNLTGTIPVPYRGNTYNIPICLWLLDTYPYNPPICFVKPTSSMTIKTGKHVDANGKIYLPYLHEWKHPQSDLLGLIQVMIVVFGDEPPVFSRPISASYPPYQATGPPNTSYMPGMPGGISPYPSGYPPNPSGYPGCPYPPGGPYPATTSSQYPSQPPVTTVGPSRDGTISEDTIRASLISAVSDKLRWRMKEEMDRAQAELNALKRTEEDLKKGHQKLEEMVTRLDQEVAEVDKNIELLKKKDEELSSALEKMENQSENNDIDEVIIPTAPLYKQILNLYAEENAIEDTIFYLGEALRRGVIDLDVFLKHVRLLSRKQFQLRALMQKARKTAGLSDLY
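Tsg101 binding domain (10 uM final) was mixed with compound and a FITC-labeled PTAP peptide (50 nM final) in HEPES pH 7.5 buffer with NaCl, Tween 20, EDTA and TCEP; fluorescence polarization was read after 20 min at r.t.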
ELG1 DNA repair = ELG1-dependent DNA repair inhibition. HEK293T ELG1-luciferase reporter, luminescence, 16 h; DNA damage induced by 5-fluorouridine. Potency, µM (highest dose often 46.1 µM), without a hit: at the highest dose activity change, negative = inhibition, usual class: inhibitors. actives 2.3% (n = 330,000); note: potency is the fitted concentration of half-maximal effect; % is set by controls: 0 for no effect and ±100 for the full control effect; nearly all actives have a fitted effect of over 55% in size
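Step one: seed 2,000 cells per well. Step two: pin-transfer compound or DMSO alongside 5-fluorouridine. Step three: incubate 16 hr, 37 °C, 5% CO2. Step four: add ONE-Glo, wait 30 min, read luminescence.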
AT treatment = potential ataxia-telangiectasia treatment; actives 0.19% (n = 320,000); […] A-T fibroblasts, KAP-1 phosphorylation AlphaLISA; neocarzinostatin DNA damage 30 min before lysis; Potency, µM (highest dose often 57.5 µM), without a hit: at the top dose activation, actives largely listed as activators; AID 485349; note: potency is the fitted concentration of half-maximal effect; % of control where 0% means no effect; nearly all actives have a fitted effect of over 45% in size
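ATM-like activity read as KAP-1 phosphorylation via AlphaLISA donor/acceptor antibody pairs after lysis and 6 hr at 25C. Cells were ATM-null patient fibroblasts ([…], hTERT), dosed 60 min, then exposed to the DSB inducer NCS for 30 min.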
Eya2 phos inh = inhibitors of human Eya2 phosphatase activity; O00167; recombinant Eya2, OMFP fluorescence dephosphorylation (OMFP is methylfluorescein phosphate); Potency, µM (titrated, usually from 76.9 µM), inactives show at the highest dose activity, negative = inhibition, hits mostly inhibitors; actives 0.006% (n = 330,000); AID 488837; note: potency is the fitted concentration of half-maximal effect; % is set by controls: 0 for no effect and ±100 for the full control effect
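Eya2 protein (added as 0.2 uM solution) was preincubated with compound for 10 min at ambient temperature in 50 mM HEPES pH 7.5, 50 mM NaCl, 5 uM MgCl2, 0.05% BSA, 1 mM DTT. OMFP (added at 50 uM) then reacted 10 min; fluorescence read at 485/525 nm.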
* hit, by the source's call; u = inconclusive; x = no result given; [ ] = remark or other dose. Unless noted, calls come from the whole dose curve; as a rule, active = well fitted curve in the direction sought with a large enough effect; inconclusive = small, poorly fitted or top-dose-only effect, or another doubt; inactive = no such curve, though single readings can be large; an effect the other way counts as inactive or inconclusive. Outcome played no part in choosing rows, and some 3.2% of all compounds hit somewhere here.

SMILES	TCR act	Mito fusion yeast	Chronic BCR inh	TSHR antagonist	Tb PFK block	Integrin act MD	ASM inhibitor	PTAP TSG101 blk	ELG1 DNA repair	AT treatment	Eya2 phos inh
CC(Sc1nc(N2CCOCC2)c2c(c1C#N)CC(C)(C)OC2)C(=O)Nc1ccccc1 (stereo not given)	-1%[46.1 µM]	0%	-7%	-1	3%	-1%[7.66 µM]	2%	-1%	2.9µM*	0%	-1%
NC(=O)c1nsc(C(=O)N(c2ccccc2)C(C(=O)NCC2CCCO2)c2ccc3ncccc3c2)c1N (stereo not given)	0%	-20%	1%	-5	4%	-28%	x	-2%	u	3%	-5%
CSc1nc(C)cc(-n2cc(F)c(=O)[nH]c2=O)n1	-1%	6%	1%	-7	-3%	2%	0%	-5%	-6%	0%	8%
CCN(CCNC(=O)c1cccc(N2CCCC2=O)c1)c1ccccc1	2%	-2%	0%	11	1%	9%	-2%	0%	u	12%	4%
CNS(=O)(=O)c1cccc(C(=O)OCC(=O)NCCCc2ccccc2)c1	10%	-3%	1%	1	5%	u	2%	1%	16%	-4%	-14%
Cc1cccn2c(=O)c3cc(C(=O)NC4CCCC4)c(=N)n(C4CCCCC4)c3nc12	-3%	14%	3%	x	3%	3%	127%[activator]	-14%	u	3%	-4%
COc1ccc(Br)c(C(=O)OCC(=O)N2CCC(Cc3ccccc3)CC2)c1	-3%	u	u	-27	16%	23%	x	-7%	u	24%	-17%
COCCCNC(NC(=O)c1ccc(OC)cc1)C(Cl)(Cl)Cl (stereo not given)	-5%	-2%	u	-8	9%	-48%[inhibitor]	2%	2%	-9%	2%	1%
CC(=O)Nc1nc2c(C)c(Cl)ccc2s1	1%	0%	5%	0	2%	-2%	1%	-1%	-10%	-3%	15%
O=C(COC(=O)CCc1nc2ccccc2c(=O)[nH]1)NCc1ccc(F)cc1	-11%	-1%	1%	-9	0%	2%	3%	-3%	-5%	24%	9%
Cc1cc(=O)oc2cc(OCC(=O)N(C)C3CCS(=O)(=O)C3)c(Cl)cc12 (stereo not given)	0%	-5%	-6%	12	3%	25%	4%	-2%	14%	-3%	-5%
O=S(=O)(NC1CCCCC1N1CCN(c2ccc(F)cc2)CC1)c1ccc(Cl)cc1 (stereo not given)	3%	-3%	u	-8	-5%	23%	-1%	-4%	u	3%	2%
O=C1N=c2ccccc2=C1c1c(O)n(-c2cccc(F)c2)[nH]c1=O	-5%[46.1 µM]	-1%	u	7	23%	-19%	x	0%	-3%	4%	1%
COc1cccc(Nc2nc(-c3ccc4c(c3)OCCO4)cs2)c1	3%	5%	-10%	-4	-3%	-10%	4%	-2%	u	1%	-5%
Cc1ccc(-n2c(SCC(=O)OC(C)C)nnc2-c2cnccn2)cc1	1%	0%	u	-7	-4%	8%	-1%	-7%	-2%	2%	1%
CN(C)CCc1cc2c(c3c1ccc1ccccc13)OCO2	8%	-17%	u	26	17%	-53%[inhibitor]	11%	-7%	u	0%	-6%
CS(=O)(=O)N(CC(=O)Nc1ccc(Br)cc1)C1CCCCC1	1%	-3%	0%	6	5%	5%	-5%	-1%	-11%	16%	-7%
Cc1nc2ccc(S(=O)(=O)NC(C(=O)NCc3cccs3)C(C)C)cc2s1 (stereo not given)	1%[46.1 µM]	-2%	3%	23	1%	12%	4%	-1%	4%	2%	3%
CCOC(=O)N1CCC(NS(=O)(=O)c2cc(Br)cc3c2N(C(=O)CC)CC3)CC1	2%	4%	-1%	-5	1%	27%	-2%	-3%	u	9%	-4%
C=CCN(c1ccccc1)S(=O)(=O)c1cc(C(=O)NC2=NCCS2)ccc1Cl	6%	5%	u	-16	-3%	12%	2%	-6%	21µM*	-2%	2%

Part of the list above, limited to TSHR antagonist.
structure,TSHR antagonist
COc1ccc(Br)c(C(=O)OCC(=O)N2CCC(Cc3ccccc3)CC2)c1,-27
COCCCNC(NC(=O)c1ccc(OC)cc1)C(Cl)(Cl)Cl (stereo not given),-8
CC(=O)Nc1nc2c(C)c(Cl)ccc2s1,0
O=C(COC(=O)CCc1nc2ccccc2c(=O)[nH]1)NCc1ccc(F)cc1,-9
Cc1cc(=O)oc2cc(OCC(=O)N(C)C3CCS(=O)(=O)C3)c(Cl)cc12 (stereo not given),12

Additional entries
SMILES	TCR act	Mito fusion yeast	Chronic BCR inh	TSHR antagonist	Tb PFK block	Integrin act MD	ASM inhibitor	PTAP TSG101 blk	ELG1 DNA repair	AT treatment	Eya2 phos inh
CCOc1ccc(CCNC(=O)CN2CCN(Cc3ccc(F)cc3)C2=O)cc1OCC	-3%	-6%	2%	-3	1%	-12%	-1%	-4%	16%	x	-31%
COc1ccccc1/C=C/c1nc2ccc(OC(C)=O)cc2c(=O)o1	1%	-1%	x	-19	-2%	38%	48%[activator]	1%	-1%	4%	2%
CCCNC(=O)Nc1ccccc1SC	2%	2%	-1%	-3	3%	-16%	3%	-5%	6%	2%	8%
CCOC(=O)c1cccc(NS(=O)(=O)Cc2ccccc2)c1	0%	7%	0%	-23	0%	-31%	0%	-1%	19%	8%	-15%
Cc1cc(C)n(-c2nc3ccccc3[nH]c2=O)n1	-3%[46.1 µM]	-1%	u	-8	0%	24%	x	-14%	-2%	0%	1%
COc1ccc(C(=O)NCc2nnc(SCC(=O)c3ccccc3)n2C)cc1	3%	2%	u	-9	1%	-19%	-2%	-1%	13%	2%	-1%
O=C(NCc1cccs1)C(=O)NCC1OCCCN1S(=O)(=O)c1ccc(F)cc1 (stereo not given)	7%[46.1 µM]	0%	0%	5	0%	-3%	3%	0%	5%	-1%	3%
O=C1c2ccccc2S(=O)(=O)c2cc(C(=O)N(c3ccccn3)c3ccccn3)ccc21	2%[46.1 µM]	0%	u	9	14%	1%	0%	-2%	20%	-3%	5%
COc1cc(NC(=O)c2ccc(CNc3c(N4CCOCC4)c(=O)c3=O)cc2)cc(OC)c1	3%	1%	-12%	-6	0%	-9%	2%	-5%	1%	6%	-6%
O=c1c2ccccc2nc2n1CCO2	-3%	-6%	-1%	8	-12%	20%	8%	1%	3%	-9%	-2%
O=C(CSc1nc2c(sc3ccccc32)c(=O)n1CCCN1CCOCC1)NCC1CCCO1 (stereo not given)	6%	0%	-15%	-1	8%	-2%	4%	0%	6%	2%	-4%
COc1ccc(C2CC(C(F)(F)F)n3ncc(C(=O)Nc4cccc(O)c4)c3N2)cc1OC (stereo not given)	2%	3%	u	10	-5%	29%	-11%	-3%	15µM*	20%	-23%
O=C(CSc1nncn1-c1ccccc1)Nc1ccccc1	x	-1%	-6%	-6	-10%	-16%	-1%	0%	17%	-9%	-14%
O=C(O)CCN1C(=O)/C(=C/c2ccc(-c3nc4ccccc4s3)o2)SC1=S	0%	3%	u	-12	3%	0%	-11%	-1%	u	0%	6%
Oc1ccc(Cl)cc1-c1cc(-c2cccc(Br)c2)n[nH]1	-16%	-2%	u	1	5%	-31%	0%	-2%	u	10%	9%

Retrieved by compound from above:
SMILES	TCR act	Mito fusion yeast	Chronic BCR inh	TSHR antagonist	Tb PFK block	Integrin act MD	ASM inhibitor	PTAP TSG101 blk	ELG1 DNA repair	AT treatment	Eya2 phos inh
CC(Sc1nc(N2CCOCC2)c2c(c1C#N)CC(C)(C)OC2)C(=O)Nc1ccccc1 (stereo not given)	-1%[46.1 µM]	0%	-7%	-1	3%	-1%[7.66 µM]	2%	-1%	2.9µM*	0%	-1%
COc1ccccc1/C=C/c1nc2ccc(OC(C)=O)cc2c(=O)o1	1%	-1%	x	-19	-2%	38%	48%[activator]	1%	-1%	4%	2%
CCOC(=O)N1CCC(NS(=O)(=O)c2cc(Br)cc3c2N(C(=O)CC)CC3)CC1	2%	4%	-1%	-5	1%	27%	-2%	-3%	u	9%	-4%

Screening data as filed in PubChem.
